Growth percent in the NCI-60 one-dose screen (48 h, 10 µM unless noted): 100 = growth as untreated, 0 = no growth, -100 = all killed.
OVCAR-4: OVCAR-4 ovarian cancer cells. hit rate 3.7% among 80,000. AID 1794784
U251: U251 CNS tumor cells; hit rate 5.4% among 80,000
OVCAR-8: OVCAR-8 ovarian cancer; hit rate 4.4% among 81,000; AID 1794782
OVCAR-5: OVCAR-5 ovarian cancer; hit rate 2.9% among 82,000; AID 1794783
PC-3: PC-3 prostate cancer cells; AID 1794754; hit rate 3.9% among 80,000
SK-OV-3: SK-OV-3 ovarian cancer cells; hit rate 3.2% among 80,000; AID 1794785
DU-145: DU-145 prostate cancer; hit rate 4.2% among 81,000; AID 1794760
OVCAR-3: OVCAR-3 ovarian cancer | hit rate 7% among 79,000 | AID 1794787
SF-295: SF-295 CNS cancer cells; AID 1794758; hit rate 5.6% among 79,000
An asterisk follows results filed as active; nt = no result given; [ ] = remark or other dose. Rule for the calls: active = growth percent below 10; inactive = the rest. Compounds were not picked by outcome; any-hit rate near 11%.

structure	U251	OVCAR-4	DU-145	OVCAR-8	OVCAR-5	OVCAR-3	SF-295	SK-OV-3	PC-3
O=C(CSc1nnc(-c2ccc(-c3nc4ccccc4[nH]3)cc2)o1)Nc1ccc(Cl)cc1	-75*	45	13	-18*	47	21	39	83	7.3*
CNC(=O)Nc1ccccc1C(=O)NN	nt	105	106	nt	110	107	105	93	104
CCCCCCCCCCCCCC1=NCCN1CCO	51	169	116	53	79	164	136	107	32
CC(=O)Oc1c(C)[nH]ccc1=O	104	99	99	101	103	97	94	108	98
CCCCCCCCCCCCNC(=O)N1C(=O)CCC1C(=O)NCc1ccc(Cl)cc1Cl (stereo not given)	85	76	88	90	102	99	81	102	77
CCCCOS(=O)(=O)c1ccccc1	104	104	112	120	96	112	120	113	101
O=C(O)CCCCCCCCCCCCCCC(=O)O	94	120	106	97	109	101	101	102	93
Cn1c(COC(=O)NCCn2ccnc2)nc2c(N3CCOCC3)nc(-c3ccccc3)nc21	-61*	-88*	-90*	-13*	-91*	-90*	18	50	-75*
Cc1ccc(CC(C)C=O)cc1 (stereo not given)	86	105	105	90	90	105	107	89	85
COc1cc(C2=NN(C(C)=O)C(c3ccc(Cl)cc3)O2)c(OC(C)=O)c2ccccc12 (stereo not given)	98	99	112	107	112	110	nt	115	100
CCCCCCCCCCCCCCCC[N+](C)(CCO)Cc1cnc[nH]1 (stereo not given)	-86*	-1.1*	-32*	-4.3*	-14*	-37*	-32*	-21*	-37*
COc1ccc(/C=C/c2nc3ccccc3n3c(-c4cccc([N+](=O)[O-])c4)nnc23)cc1	-64*	-15*	-18*	-44*	-60*	-77*	12	26	5.2*
O=C1c2cccc3c2C2(O)c4c1cccc4C(=O)c1cccc(c12)C3=O	111	107	123	84	126	107	107	110	89
COc1ccc(C2=Nc3ccccc3SC(c3ccc(OC)cc3)C2)cc1 (stereo not given)	nt	102	106	95	112	105	93	102	86
FC(F)(F)c1ccc(Nc2nnc(-c3ccccc3)o2)cc1	99	98	107	105	114	106	104	107	81
COc1ccc(Nc2nnc(SCc3ccccc3F)s2)cc1	104	99	111	100	93	111	98	91	86
O=C1CC2OC3c4ccccc4N4C(=O)COC24C3C1 (stereo not given)	104	130	116	101	113	111	112	105	97
CCCN1C(=O)N(CCC)C2C1NN=C1SC(c3ccccc3)=CC(=O)N12 (stereo not given)	92	101	109	96	101	110	99	104	88
CCOC(=O)CNc1ncnc2onc(-c3ccccc3)c12	95	109	110	94	91	106	105	91	90
N=C(N)c1ccc(-c2ccc(-c3ccccc3)s2)nc1	41	107	92	92	93	95	88	89	81

Retrieved by structure from above:
structure	U251	OVCAR-4	DU-145	OVCAR-8	OVCAR-5	OVCAR-3	SF-295	SK-OV-3	PC-3
FC(F)(F)c1ccc(Nc2nnc(-c3ccccc3)o2)cc1	99	98	107	105	114	106	104	107	81
CCCCCCCCCCCCNC(=O)N1C(=O)CCC1C(=O)NCc1ccc(Cl)cc1Cl (stereo not given)	85	76	88	90	102	99	81	102	77
COc1ccc(/C=C/c2nc3ccccc3n3c(-c4cccc([N+](=O)[O-])c4)nnc23)cc1	-64*	-15*	-18*	-44*	-60*	-77*	12	26	5.2*
N=C(N)c1ccc(-c2ccc(-c3ccccc3)s2)nc1	41	107	92	92	93	95	88	89	81
COc1cc(C2=NN(C(C)=O)C(c3ccc(Cl)cc3)O2)c(OC(C)=O)c2ccccc12 (stereo not given)	98	99	112	107	112	110	nt	115	100
Cc1ccc(CC(C)C=O)cc1 (stereo not given)	86	105	105	90	90	105	107	89	85

Other results follow.
structure	U251	OVCAR-4	DU-145	OVCAR-8	OVCAR-5	OVCAR-3	SF-295	SK-OV-3	PC-3
COc1ccccc1/C=C1N=C(/C=C/c2ccccc2)OC/1=O	106	96	109	104	98	104	103	96	106
COc1cc2c(cc1OCCCCN1CCN(CC(=O)Nc3ccc(Cl)cc3C(=O)c3ccccc3Cl)CC1)N=CC1CCCN1C2=O (stereo not given)	-88*	-91*	-96*	-66*	-52*	-95*	-95*	-76*	-99*
O=C1/C(=C/C2=Cc3ccccc3OC2)SC(=S)N1c1ccccc1F	102	107	108	110	108	109	97	95	96
CC(C)(C)OC(=O)N1CCc2c(sc3ncnc(N/N=C/c4cccc(Br)c4)c23)C1	51	55	62	47	70	62	65	62	44
C#CCOc1cccc(Nc2ncnc3c(NC(=O)C=C)cccc23)c1	25	74	-1.6*	4.3*	88	11	54	49	24
COc1ccc(-c2nc(Nc3nc4ccccc4[nH]3)nc(N)c2C#N)cc1	110	102	108	103	104	111	114	102	88
c1ccc(Oc2ccc(Nc3ncnc4onc(-c5ccccc5)c34)cc2)cc1	102	97	103	105	104	112	98	nt	109
CC(C(=O)O)c1ccc2c(c1)[nH]c1ccc(Cl)cc12 (stereo not given)	105	101	121	104	105	124	94	117	98
Oc1ccc(S)cc1	101	116	114	109	104	115	102	138	76
COc1cc(C2CC(c3cccs3)=NN2c2ccc(S(N)(=O)=O)cc2)cc(OC)c1OC (stereo not given)	92	111	118	96	110	122	96	92	101
S=c1nc(-c2ccccn2)c(-c2ccccn2)n[nH]1	102	108	103	103	111	107	nt	112	98
CCCC(O)c1ccccc1Cl (stereo not given)	95	103	116	108	99	104	96	113	96
O=C(Nc1ccccc1)c1sc(-c2cccc(C(F)(F)F)c2)cc1O	52	76	82	66	104	53	83	75	81
NCCNC(=O)c1cccc(COc2ccccc2NC(=O)c2cc([N+](=O)[O-])c[nH]2)c1	105	100	111	100	97	101	102	118	92
O=C1c2cccc(S(=O)(=O)O)c2C(=O)c2cccc(S(=O)(=O)O)c21	112	106	103	112	106	109	111	106	95
CCN(CC)CC(O)CCNc1ccnc2cc(Cl)ccc12 (stereo not given)	100	107	111	101	106	100	112	105	72
Nc1cccc(-c2cccc(Oc3ccc4nnc(Cl)n4n3)c2)c1	97	86	103	94	108	101	88	136	88
N#CCCC(C#N)(CCC#N)c1ccccc1	98	90	97	99	94	117	111	102	97
CC(=O)O[C@H]1C[C@@]2(C)[C@@H](C[C@@H](O)[C@H]3[C@@]4(C)CC[C@H](NC(=O)c5cnccn5)[C@@H](C)[C@@H]4CC[C@@]32C)/C1=C(\CCC=C(C)C)C(=O)O	106	107	92	108	104	114	101	nt	108
CN(C)CCNc1nc2c3cc(Cl)ccc3nn2c2ccccc12	50	56	54	36	66	58	27	57	47

Additional records.
structure	U251	OVCAR-4	DU-145	OVCAR-8	OVCAR-5	OVCAR-3	SF-295	SK-OV-3	PC-3
CCC(C)C(NC(=O)CN1C(=O)/C(=C/C(C)=C/c2ccccc2)SC1=S)C(=O)O (stereo not given)	107	101	109	101	105	116	99	88	109
O=S(=O)(NCCNc1nccc(-c2c(-c3ccc(F)c(O)c3)nc3sccn23)n1)c1ccccc1	99	93	78	68	115	82	110	86	68
O=C(/C=C/c1ccccc1Cl)c1cccc(OCCCOc2cccc(C(=O)/C=C/c3ccccc3Cl)c2)c1	104	112	113	99	112	110	107	110	94
COCCCNc1nc(NC(=O)c2cc(OC)cc(OC)c2)cc(-c2cccnc2)n1	97	108	101	79	96	113	100	105	87
Nc1cc(Cl)cc2cccnc12	111	117	109	111	101	119	114	95	88
Cc1ccc2nc(-c3ccccc3)cc(-c3nn4c(-c5ccccc5)nnc4s3)c2c1	99	84	100	97	106	nt	102	94	87
S=c1[nH]ccn1-c1ccccc1Cl	99	103	106	105	114	98	100	111	95
COc1ccc(-c2cc(/C=C/C(=O)c3ccc(OC)c(OC)c3)[nH]n2)cc1	4.4*	33	0.8*	nt	49	-15*	nt	49	4.4*
N#CCCN=Nc1c(O)[nH]c2ccc(Br)cc12	nt	99	111	99	100	107	109	97	102
CCN(CC)c1ccc(NC(=S)Nc2ccc(N(CC)CC)cc2)cc1	102	111	108	104	95	98	104	94	98
O=C(CSc1nnc(-c2cc(-c3ccccc3)nc3ccccc23)o1)c1ccc(Br)cc1	98	106	106	100	104	108	107	112	107
O[C@H]1[C@H](c2c[nH]c3ccccc23)c2c([nH]c3ccccc23)[C@@H](c2c[nH]c3ccccc23)[C@@H]1O	107	89	109	93	107	89	96	82	79
COc1cc(-c2nc(SCCC(C)C)nc(Nc3ccc(F)cc3)c2C#N)cc(OC)c1OC	30	2.4*	66	41	95	20	85	47	76
CC(O)COc1ccc(Cl)cc1Cl (stereo not given)	102	110	126	107	104	122	109	99	101
CCOC(=O)C(Cl)c1ccccc1 (stereo not given)	90	110	109	104	75	103	102	77	71
Oc1[nH]c2ccc(Cl)cc2c1N=Nc1nc(N=Nc2c(O)[nH]c3ccc(Cl)cc23)nc(N2CCOCC2)n1	3.8*	79	88	50	95	53	46	55	56
Cc1ccc(NC(=O)NNc2ccc([N+](=O)[O-])cn2)cc1	104	103	nt	110	107	nt	122	111	95
CCCCn1c(=O)c(/C=C/c2cc(/C=C/c3cc4cc(Cl)ccc4n(CCCC)c3=O)[nH]n2)cc2cc(Cl)ccc21	102	112	104	102	114	119	102	98	100
CC(=O)Oc1ccc(C2(c3ccc(OC(C)=O)cc3)OC(=O)c3ccccc32)cc1	105	114	119	97	110	111	119	127	104
CCCCCSc1ncnc2nc[nH]c12	93	99	103	104	101	117	nt	112	92

Looked up above:
Result for CCCCn1c(=O)c(/C=C/c2cc(/C=C/c3cc4cc(Cl)ccc4n(CCCC)c3=O)[nH]n2)cc2cc(Cl)ccc21 in DU-145: 104
Result for COCCCNc1nc(NC(=O)c2cc(OC)cc(OC)c2)cc(-c2cccnc2)n1 in U251: 97

(further entries)
structure	U251	OVCAR-4	DU-145	OVCAR-8	OVCAR-5	OVCAR-3	SF-295	SK-OV-3	PC-3
CCN(CC)c1ccc(C=O)c(OCc2cn(CC(=O)Nc3ccc(Cl)cc3)nn2)c1	54	70	81	75	91	84	66	87	56
O=C(O)CCN1CCOCC1	105	102	114	112	102	127	109	117	99
O=C(Nc1ccc2ccccc2c1)c1cccc2ccccc12	86	100	96	92	96	100	96	100	74
COc1ccc(-c2nnc(CCC(=O)c3nc4ccccc4[nH]3)o2)cc1	107	103	109	105	113	98	99	105	114
C=C(C)[C@@H]1C[C@H](O)Cc2cc(F)ccc2N1	93	108	107	96	85	111	116	102	92
Cc1cccc(/C(=C/c2ccc([N+](=O)[O-])cc2)C(=O)O)c1	110	112	111	104	103	108	104	99	105
COc1ccc2c3c([nH]c2c1)C(C)N(C(C)=O)CC3 (stereo not given)	101	89	108	98	97	98	104	98	nt
Oc1cc2c(cc1Nc1ncnc3c1oc1ccccc13)CCCC2	85[50 µM]	63[50 µM]	76[50 µM]	93[50 µM]	96[50 µM]	94[50 µM]	98[50 µM]	64[50 µM]	75[50 µM]
CCCCCCC(=O)OCC(C)O (stereo not given)	99	111	112	100	104	106	84	93	94
Oc1ccccc1C=NCC(O)CN=Cc1ccccc1O (stereo not given)	98	nt	112	102	105	112	107	93	97
CCOC(=O)c1c(NC(=O)c2cccc(C(F)(F)F)c2)sc2cc(O)ccc12	99	104	99	105	98	99	102	nt	95
COc1cc(/C=C/C(=O)c2cc(-c3cccc(Cl)c3)ccc2O)cc(OC)c1OC	91	86	97	75	105	96	79	89	65
COc1ccc(CNc2c3ccccc3nc3ccccc23)cc1OC	23	21	25	24	27	44	18	41	22
COc1ccc(CSc2nnc(-c3cccs3)n2-c2ccccc2)cc1	96	78	104	99	96	102	96	98	97
COc1ccc2c(c1)CCCC21C(=O)Nc2ccc(OC)cc21 (stereo not given)	101	105	110	103	100	78	nt	102	104
CC(C)(O)Cn1cc(-c2ccc(-c3cncc(Cl)c3N3CCC4(CCNC4=O)CC3)cc2)cn1	92	121	103	87	104	108	116	102	93
CCOC(=O)c1sc(Nc2ccc(OC)cc2)nc1C	67	72	88	77	104	99	87	92	81
N#Cc1nc(-c2cccc(Br)c2)cc(-c2ccc(Nc3nc(N4CCCCC4)nc(N4CCCCC4)n3)cc2)c1N	-16*	-54*	-39*	12	9.2*	-77*	83	87	12
CCOC(=O)Cn1c(O)c(N=Nc2ccc(S(N)(=O)=O)cc2)c2ccccc21	99	101	105	101	105	98	101	107	96
O=C(/C=C/c1ccc2c(c1)OCO2)c1ccc([N+](=O)[O-])cc1	88	96	125	98	111	109	105	97	84

(more compounds)
structure	U251	OVCAR-4	DU-145	OVCAR-8	OVCAR-5	OVCAR-3	SF-295	SK-OV-3	PC-3
COC(=O)c1cccc(-n2cc([C@]3(OC(C)=O)CC[C@H]4[C@@H]5CCC6=CC(=O)CC[C@@H]6[C@H]5CC[C@@]43C)nn2)c1	82	70	111	88	103	100	75	113	43
Cn1cc(-c2nc(-c3c[nH]c4ccccc34)cs2)c2cccnc21	27	45	32	38	54	7.0*	12	39	33
Cc1ccccc1-n1on1-c1ccccc1C	108	111	107	109	113	106	102	98	102
CC(C)=N/N=C1/NC(=O)C(c2ccc(Cl)cc2)S1 (stereo not given)	98	115	106	104	108	113	nt	110	107
COc1cc2c(cc1OC(=O)C(Cl)Cl)c1c3c(OC)c(OC)c(OC)c4c5cc(OC)c(OC(=O)C(Cl)Cl)cc5c(c5c(OC)c(OC)c(OC)c2c51)c43	92	97	103	64	108	97	104	100	71
Cc1ccc(/C=N/NC(=O)C(=O)Nc2ccc(Cl)c([N+](=O)[O-])c2)cc1	104	117	105	104	110	110	nt	102	96
O=C(NCCc1ccc(O)c(O)c1)C12CC3CC(CC(C3)C1)C2	101	87	101	96	66	86	128	87	73
COc1ccc(-n2nc(C(=O)Nc3ccc(OC)c(OC)c3)nc2-c2cc(OC)c(OC)c(OC)c2)cc1	91	87	102	73	112	100	71	102	74
